Screens deposited in PubChem by several laboratories.
NPY-Y2 PAM-ag – potentiators or agonists of human neuropeptide Y receptor Y2; activation, % at 3.6 µM; P49146; actives 0.45% (n = 220,000); AID 1359; cells expressing NPY-Y2, potentiator/agonist read-out; in the data active means activation above about 27%;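 further: cells stimulated with NPY near EC25 plus isoproterenol at EC100; 0% = vehicle plus submaximal agonist and 100% = vehicle plus saturating agonist; some results beyond the cut were filed as inactive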
NPY Y1 blocker – antagonists of human neuropeptide Y receptor Y1; P25929; actives 1% (n = 200,000); HEK293-CNG Y1 cells, membrane potential fluorescence; NPY at EC95, then isoproterenol; inhibition, % at 3.6 µM; AID 1040;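 active means inhibition above the campaign mean inhibition of all tested compounds plus 3 SD, cut at about 20% in these data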;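 further: 0% = DMSO wells given NPY plus isoproterenol and 100% = isoproterenol alone without NPY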
Target sequence (P25929 whole entry, looked up): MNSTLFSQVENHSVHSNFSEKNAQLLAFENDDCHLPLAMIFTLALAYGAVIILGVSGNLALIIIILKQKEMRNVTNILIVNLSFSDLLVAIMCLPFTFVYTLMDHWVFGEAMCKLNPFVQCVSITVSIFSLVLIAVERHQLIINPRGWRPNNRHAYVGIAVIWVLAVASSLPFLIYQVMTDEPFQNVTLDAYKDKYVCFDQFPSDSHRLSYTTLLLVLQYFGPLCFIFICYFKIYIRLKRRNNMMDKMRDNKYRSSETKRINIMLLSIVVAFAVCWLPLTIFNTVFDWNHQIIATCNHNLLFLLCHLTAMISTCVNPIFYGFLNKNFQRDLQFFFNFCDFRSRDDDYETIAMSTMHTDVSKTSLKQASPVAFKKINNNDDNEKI
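material = HEK293 cells with Y1 receptor plus CNG channel | also added = NPY 25 nM then isoproterenol 1 µM plus Ro 20-1724 25 µM | schedule = dye 3 h, compound 60 min room temperature, stimulation 45 min | measured by = membrane potential fluorescence | benchmarks = high control isoproterenol alone, low control NPY with isoproterenol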
p97 ATPase inh – blocks human p97 ATPase activity. actives 0.42% (n = 220,000). recombinant p97 ATPase, Kinase-Glo ATP luminescence, 3 h. inhibition, % at 8 µM; in the data active means inhibition above about 15%;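 further: 0% = DMSO vehicle and 100% = wells lacking enzyme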
S1P4 ag – human S1P4 receptor agonism; activation, % at 4.98 µM; O95977; actives 0.35% (n = 220,000); S1P4-expressing cell line, agonist reporter assay; AID 1509; in the data active means activation above about 11%;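 further: 0% = DMSO vehicle and 100% = reference agonist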
Target sequence (O95977 whole entry, looked up): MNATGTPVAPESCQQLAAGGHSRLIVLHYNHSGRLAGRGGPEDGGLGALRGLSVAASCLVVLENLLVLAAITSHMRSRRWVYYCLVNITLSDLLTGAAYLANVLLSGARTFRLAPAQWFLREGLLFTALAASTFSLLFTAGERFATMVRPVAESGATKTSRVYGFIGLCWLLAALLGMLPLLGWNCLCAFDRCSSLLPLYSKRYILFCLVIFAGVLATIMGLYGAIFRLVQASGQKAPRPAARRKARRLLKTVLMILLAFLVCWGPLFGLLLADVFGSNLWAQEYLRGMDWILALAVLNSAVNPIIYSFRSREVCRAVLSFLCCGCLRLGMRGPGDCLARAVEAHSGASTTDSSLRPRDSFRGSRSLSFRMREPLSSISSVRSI
S1P4 antagonist – antagonists of human S1P4 receptor; O95977; S1P4-expressing cells, antagonist mode, reporter read-out; inhibition, % at 4.98 µM; actives 0.26% (n = 220,000); AID 1510; in the data active means inhibition above about 29%;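 further: 0% = wells stimulated with agonist and 100% = vehicle wells without agonist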
NPY1 pot ag – potentiators or agonists of human neuropeptide Y receptor Y1. NPY-Y1 expressing cells, potentiator/agonist activation. activation, % at 3.6 µM. actives 0.37% (n = 220,000); in the data active means activation above about 33%, passing the limit was not always enough;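 further: cells stimulated with NPY at EC10 then isoproterenol at EC100; 0% = low agonist plus stimulus and 100% = saturating agonist plus stimulus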
EP2 mod – EP2 receptor (human) modulation; induction, % at 25 µM; actives 0.83% (n = 260,000); EP2-expressing cells, cAMP HTRF FRET, PGE2 co-stimulation; AID 940; P43116;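 active means compounds whose cAMP rise, as percent of the full-agonist control response, exceeds 60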;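 further: rat C6 glioma line stably carrying human EP2 under a CMV promoter; the protocol text gives 20 µM as final concentration; 100% = response of wells given 1 µM PGE2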
eIF4E 4G PPI – eIF4E/eIF4G interaction inhibition in translation initiation; TR-FRET eIF4E-eIF4GI(517-606) binding, 2 h; inhibition, % at 21.7 µM; actives 0.37% (n = 220,000);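 active means inhibition above about 30%, limit read from the data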;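 further: 0% = full FRET control wells and 100% = background wells lacking eIF4GI fragment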
EP2 antag – EP2 receptor (human) inhibition; P43116; AID 1422; inhibition, % at 25 µM; actives 0.52% (n = 260,000); C6 glioma cells expressing human EP2, cAMP TR-FRET; cells stimulated with saturating PGE2;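 active means percent inhibition above 40 after rounding to a whole number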;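 further: rat C6 glioma host cells with rolipram phosphodiesterase inhibitor present; the protocol text gives 20 µM as final concentration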
The depositor's hits bear a star; · = not tested or not shown; & = joins results of further samples; [ ] = remark or other dose. These rows are one share of the data; the hit share may differ from the screen's.

smiles,S1P4 ag,eIF4E 4G PPI,EP2 antag,p97 ATPase inh,EP2 mod,NPY-Y2 PAM-ag,NPY Y1 blocker,S1P4 antagonist,NPY1 pot ag
Clc1ccccc1N=C1SCCS1,1.7,-4,4,4,9,-5,·,8,-5
O=C(c1cc2ccccc2oc1=O)N(Cc1cccs1)Cc1ccccc1Cl,0.2,-1,9,-3,13,-3,6,8,6
c1ccc(N2CCN(c3nnnn3-c3ccccc3)CC2)cc1,-0.9,-2,1,-1,-4,1,8,-11,-12
CCOc1cc2[nH]c(=S)n(Cc3ccc(C(=O)NCCOC)cc3)c(=O)c2cc1OCC,0.1,·,7,-6,-19,0,1,-30,-19
Cc1ccc(C(=O)NN2C(=O)C3C4C=CC(C4)[C@@H]3C2=O)cc1 (some centres not stated),0.1,3,8,6,14,-8,·,6,17
CN(C)S(=O)(=O)c1ccc(C(=O)Nc2ccc(CCC(=O)N3CCCC3)cc2)cc1,0.5,2,8,4,10,-3,1,-11,10
Cc1csc(SCC(=O)c2c(N)n(CC(C)C)c(=O)n(C)c2=O)n1,0.8,0,10,-2,-13,6,-1,1,11
C=CCc1ccc(OCCCOc2ccc(C)cc2OC)c(OC)c1,0.3,-6,9,-8,-33,-7,11,1,10
CC(=O)NC12CC3CC(C1)CC(C(=O)Nc1nccs1)(C3)C2,1.9,5,12,-3,9,-17,-3,-1,-29
CN(C)c1ccc(/C=C(\Cl)c2nc3ccccc3s2)cc1,0.9,4,5,-1,-51,8,0,-11,6
CCOC(=O)Cc1csc(NC(=O)/C=C/c2ccc(Br)o2)n1,1.2,-9,5,-5,6,1,·,-1,31
COc1nc(N)nc(CC(=O)C2CC2)n1,0.4,5,17,0,-3,7,0,7,5
Cc1c(C(=O)NN)sc(=S)n1C,-2.7,-11,7,12,-25,5,·,11,7
COc1ccc(Nc2nc3ccccc3nc2-n2nc(C)cc2C)cc1,0.1,1,9,-1,65*,5,19,19,-18
CC(C)(C)NC(=O)C(c1ccncc1)N(Cc1cccs1)C(=O)Cn1nnc(-c2ccc(F)cc2)n1 (configuration not stated),1.2,1,18,4,9,-4,4,20,-35
O=C(NNS(=O)(=O)c1ccc(Cl)cc1)c1cccs1,-0.4,0,10&8,7,-9&18,2,-4,-11,-1
COc1ccc2[nH]c3c(NCCC4=CCCCC4)ncnc3c2c1,1.1,6,75*,2,-71,8,4,-1,3
COc1ccc(OCC(=O)Nc2nnc(C)s2)cc1,-1.9,-1[fluorescence artefact?],11,1,10,-11,3,3,6
O=C(COC(=O)[C@H](Cc1ccccc1)NC(=O)c1ccco1)NCc1ccccc1,-6.4,3,17,2,25,7,3,6,-7
O=C(NC(Cc1c[nH]c2ccccc12)C(=O)OCC(=O)c1cccc2ccccc12)c1cccs1 (configuration not stated),0.9,3[fluorescence artefact?],9,1,12,-7,1,-12,0
CCOC(=O)/C(=C\C=C1/Sc2ccccc2N1CC)C(C)=O,1.1,-4,9,1,24,10,7,-4,-17
COc1ccc(N2C(=O)[C@@H]3C(c4cccnc4)=NO[C@@H]3C2=O)cc1,-0.8,-1,5,5,26,2,·,-19,1
Cc1ccc(NC(=O)c2ccco2)cc1C,-0.2,7,8,-7,15,8,-2,-7,16
O=C(NCCCN1CCOCC1)c1ccc(CS(=O)(=O)c2c(Cl)cccc2Cl)o1,3.0,0,8,5,4,-13,1,-26,-4
COc1ccc(-c2nnc(SCC3CCCO3)n2C)cc1 (configuration not stated),-0.3,0,3,3,7,-1,-1,-20,7

2 of the compounds above, field by field.
> O=C(NC(Cc1c[nH]c2ccccc12)C(=O)OCC(=O)c1cccc2ccccc12)c1cccs1 (configuration not stated)
- S1P4 ag: 0.9
- eIF4E 4G PPI: 3[fluorescence artefact?]
- EP2 antag: 9
- p97 ATPase inh: 1
- EP2 mod: 12
- NPY-Y2 PAM-ag: -7
- NPY Y1 blocker: 1
- S1P4 antagonist: -12
- NPY1 pot ag: 0
> COc1nc(N)nc(CC(=O)C2CC2)n1
- S1P4 ag: 0.4
- eIF4E 4G PPI: 5
- EP2 antag: 17
- p97 ATPase inh: 0
- EP2 mod: -3
- NPY-Y2 PAM-ag: 7
- NPY Y1 blocker: 0
- S1P4 antagonist: 7
- NPY1 pot ag: 5

Next section:
smiles,S1P4 ag,eIF4E 4G PPI,EP2 antag,p97 ATPase inh,EP2 mod,NPY-Y2 PAM-ag,NPY Y1 blocker,S1P4 antagonist,NPY1 pot ag
COc1cccc(/C=N/c2sc(Cc3ccccc3)c(C)c2C(N)=O)c1O,-2.2,9,14,5,-71,-5,9,-8,-1
COc1ccc(-c2cn3nc4c(nc3n2)CCCC4)cc1,0.9,0,·,3,5,9,0,-2,5
C#CCNC(=O)C1=C[C@@H](c2ccc(C(F)(F)F)cc2)[C@H](CCCO)[C@@H](OCC)O1,0.4,0,17,1,5,-11,-1,4,1
COc1ccc(CC(NC(C)=O)C(=O)NC2CCN(C(=O)c3ccc(OC)c(OC)c3)CC2)cc1OC (configuration not stated),0.2,1,12,3,28,-2,-1,9,17
CCCC1O[C@@H]2C[C@H]3[C@@H]4CCC5=CC(=O)C=C[C@]5(C)[C@H]4[C@@H](O)C[C@]3(C)[C@]2(C(=O)CO)O1 (some centres not stated),-1.0,2,14&13,-1,16&3,6,5,-2,-9
CCOc1ncccc1C(=O)N1CCCSC1=Nc1ccc(C(C)=O)cc1,0.9,6,6,3,18,12,0,-9,14
CCCCCNc1nc(NCCCO)c(C#N)c2c1CN(C)CC2,2.2,1,15,-4,3,-5,0,-6,-5
Cc1ccc(C(OC(=O)c2ccco2)C(=O)NC2CCCCC2)cc1 (configuration not stated),0.3,-3,5&7,0,22&43,11,4,-12,-7
O=C(NC1CCCc2c1cnn2-c1ccc(F)cc1F)c1cnccn1 (configuration not stated),1.2,0,4,3,-16,2,0,-12,7
COC(=O)c1ccc(Cn2nnc3c(sc4nc(N5CCOCC5)c5c(c43)CCCC5)c2=O)o1,-2.0,·,·,6,·,4,3,-7,-43
Cc1nc2c(c(=O)c3ccccc3n2C)c(=O)n1C1CCCCCC1,-0.7,4,6,6,19,-11,·,-1,-8
O=C1CSCN1c1ccc(Cl)c(Cl)c1,-1.9,-4,9,7,-15,12,3,3,-2
CCC(=O)OCC(=O)Nc1cc(C)c(C)cc1[N+](=O)[O-],-2.5,-1,10,-2,-3,-2,2,-21,-18
O=C1C2CC=CCC2C(=O)N1CC(=O)N(Cc1ccccc1)C1CCS(=O)(=O)C1 (configuration not stated),-0.4,-5,5,4,18,5,-2,-8,11
Cc1cc(C(=O)Nc2cccc(S(=O)(=O)N3CCCCC3)c2)c2ccccc2n1,-1.7,-2,8,-1,-54,-6,5,-14,-10
COCC(=O)Nc1cc(Cl)ccc1C,-0.8,-1,7,-6,-23,-10,9,-11,14
Nc1nc(Sc2ncccc2[N+](=O)[O-])n[nH]1,-0.7,-7,4,4,-2,-5,·,13,8
CC(C)=CC(=O)Nc1ccccc1C(N)=O,1.8,-1,8,3,15,21,-3,-1,5
Cc1ccc(C(=O)C[n+]2cc(Br)cc(Br)c2)cc1,2.6,-3,11,6,-19,-11,·,6,-2
CCOC(=O)c1ccc(NC(=O)Cn2nnc(-c3ccc(F)cc3)n2)cc1,0.2,0[fluorescence artefact?],2,2,10,1,-3,1,-11
COc1ccc(N2C(S)=C(C#N)C(=O)NC2c2ccco2)cc1 (configuration not stated),-0.3,-2,22,-1,21,-3,3,-9,14
CCn1cnc2sc(-c3ccccc3)cc2c1=O,-3.1,-5,1,5,-10,16,2,-11,23
C/C(N)=C(/C#N)C(=O)COC(=O)CCCNC(=O)c1ccc(Cl)cc1,1.1,4,9,4,0,-4,1,-6,7
Cc1ccc(Cn2c(CN3CCOCC3)nc3c2c(=O)[nH]c(=O)n3C)cc1,-1.2,7[fluorescence artefact?],8,0,8,-4,4,-8,5
OC(COc1cccc(OCC(O)CN2CCCC2)c1)CN1CCCC1 (configuration not stated),2.5,-5,4,-6,21,-4,7,-9,-10
CC(C)(C)c1ccc(Oc2ccc(NC(=O)c3ccccc3C(=O)O)cn2)cc1,-0.8,1,19,8,-10,31,·,0,10
O=C(CN1CCCCC1)NC(=O)NCc1ccccc1,1.9,7,5,-2,-1,5,4,-8,6
O=C(/C=C\c1cn(-c2ccccc2)nc1-c1cccs1)N1CCOCC1,0.9,3,12,3,-10,2,5,-10,-3
Cc1cccc(N2CCN(C(=O)c3ccncc3)CC2)c1C,6.1,-3,7,3,5,-13,8,-15,-8
O=C(O)c1ccc(CSc2nnc(-c3ccco3)o2)cc1,1.0,1,4,-3,7,-1,3,-9,-5
COCCCNS(=O)(=O)c1ccc2[nH]c(=O)[nH]c2c1,-0.2,-2,12,5,15,-8,·,-9,15
CCOC(=O)c1ccc(NC(=O)CS(=O)(=O)c2cn(CC)c3ccccc23)cc1,1.9,2,8,4,0,-6,-11,-15,-7
COc1cc(CO)cc(Br)c1OCC(=O)N1CCCCC1,0.8,4,4,-1,12,1,4,-16,-14
Cc1cc(C)c(C(=O)Nc2cccc(F)c2)c(Cl)n1,0.8,-2,4,7,-26,1,0,18,1
COc1cccc(N/C(N)=N/c2nc(CSc3ccccn3)cc(=O)[nH]2)c1,3.0,-2,9,8,-30,-10,1,-17,11
CC(=C\c1ccccc1)/C=C1/SC(=S)N(C(C(=O)O)C(C)C)C1=O (configuration not stated),3.3,-3,6,-2,54,-25,9,-10,-10
CCCCNC(=O)CCCCn1c(=S)[nH]c2c([nH]c3ccc(OC)cc32)c1=O,1.0,-1,5,0,-8,2,4,-8,-20
CN(CC(O)COc1c(F)cc(Br)cc1F)C1CCCCC1 (configuration not stated),-0.9,-22[fluorescence artefact?],4,-6,-27,-10,13,-2,-28
COc1ccc2[nH]c(=O)c(CN(CCCN3CCOCC3)C(=O)NCc3ccccc3)cc2c1,-0.3,4,17,-2,14,1,4,2,-7
O=C(/C=C/c1ccc(F)cc1)Nc1ccc(S(=O)(=O)Nc2ncccn2)cc1,0.0,-2,1,0,-34,-4,·,-6,15
CCOC(=O)N/N=C/c1ccc(OCCSc2ccc(Cl)cc2)c(OCC)c1,2.4,15,9,2,-21,2,-2,-9,-19
O=C(C1CCCN(S(=O)(=O)c2cccc3nonc23)C1)N1CCC(Cc2ccccc2)CC1 (configuration not stated),-1.8,-1,11,0,25,12,-3,1,0
COc1ccc2c(c1)CCC/C2=N/OC(=O)c1ccccc1OC,0.1,1,2,-5,25,-22,2,-7,-13
COc1ccc(/C=N/NC(=O)Nc2cccc3nsnc23)cc1OC,0.6,6,10,4,-22,8,7,-7,9
CCOC(=O)/C(C#N)=C/c1cccn1-c1ccc(Cl)cc1,0.8,1,11,4,14,0,·,5,-19
Cc1ccc2oc(=O)c(/C=C(\O)c3sc(C)nc3C)nc2c1,2.4,4[fluorescence artefact?],11,1,29,17,-3,-13,7
CC(=O)CCc1ccc(OCC(O)CNC2CCCc3ccccc32)cc1 (configuration not stated),0.7,9[fluorescence artefact?],19,1,-57,-10,1,-9,-18
O=C(CSc1nnc(COc2cccc3cccnc23)o1)c1ccc(F)cc1,-0.8,3,12,-1,-38,14,-1,-23,3
Oc1cccc(Nc2nc(NCC3CCCO3)c3ccccc3n2)c1 (configuration not stated),0.9,-1[fluorescence artefact?],15&20,8,-42&-132,3,4,-11,-37
CN(C)C(=O)CSc1nnc(Cc2ccccc2)n1CC1CCCO1 (configuration not stated),-0.3,-4,6,2,10,-13,0,-26,6
